# Screening results as filed in PubChem BioAssay.
# Scp1 inh = inhibitors of human Scp-1 phosphatase; Q9GZU7; Recombinant Scp1, phosphopeptide, malachite green phosphate absorbance; inhibition, % at 20 µM; 340,000 tested, 0.88% active; AID 493091;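 active = inhibition above about 50% at 20 µM, limit read from the data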;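 note: plate controls were DMSO wells with enzyme for no effect and wells lacking enzyme for full effect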
# Target sequence (Q9GZU7 76-261 limits assumed): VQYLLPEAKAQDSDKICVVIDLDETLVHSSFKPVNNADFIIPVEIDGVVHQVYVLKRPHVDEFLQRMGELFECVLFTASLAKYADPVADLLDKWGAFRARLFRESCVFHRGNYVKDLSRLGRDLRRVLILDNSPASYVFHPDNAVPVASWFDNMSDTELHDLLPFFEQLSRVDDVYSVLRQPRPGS
#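 System: truncated SCP-1 phosphatase (76-261aa); medium: Tris acetate buffer pH 5.5 with MgCl2 and Tween-20; incubation: 45 min room-temperature reaction, 5 min colour, 30 min stabiliser; compound: single 20 µM dose, 1% DMSO; reagent: Phosphorylated 17-residue peptide substrate; read-out: % inhibition at 20 µM; technique: colorimetric free-phosphate detection, absorbance 630 nm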
# MT1-MMP act inh = inhibitors of human MT1-MMP activation; GFP/RFP ratio change, % at 20 µM; AID 651647; HT1080 RFP-PRO-GFP cells, GFP/RFP ratio fluorescence, overnight; percent of plate control window, DMSO zero; 360,000 tested, 0.061% active;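 active = GFP/RFP ratio change of at least 30% with cell ATP level not reduced by more than half and red fluorescence within 50% of control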; note: strong numbers were not always called active
#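 Test system: HT1080 cells expressing an RFP-PRO-GFP fluorescent reporter construct / Compound dosing: single-point 20 µM compound, 1% DMSO / Schedule: cells overnight before dosing, compound overnight, 37 °C, 5% CO2 / Evaluation: GFP/RFP fluorescence ratio / Control set: DMSO and RFP-L50D-GFP cell wells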
# NRP1-CendR mod = NRP-1/CendR interaction modulation. O14786. inhibition, % at 25 µM. FAM-RPARPAR peptide binding to NRP-1, fluorescence polarization. 360,000 tested, 0.85% active;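 active = inhibition or corrected inhibition above about 18%, plus a signal ratio from 0.5 to 1.5, limit read from the data, passing the limit was not always enough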; note: strong numbers were not always called active
# SUMO1 PPI mod = SUMO1-SIM interaction modulation; P63165; SUMO1 binding to a labelled peptide, TR-FRET, 1 h; inhibition, % at 20 µM; 360,000 tested, 0.33% active; AID 602429; in the data active = inhibition above about 37%
# Target sequence (P63165 whole entry, looked up): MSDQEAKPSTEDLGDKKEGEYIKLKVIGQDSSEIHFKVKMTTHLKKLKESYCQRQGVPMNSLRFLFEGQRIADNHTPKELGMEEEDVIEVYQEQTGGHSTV
# SKN-1 block = blocks SKN-1 activity in C. elegans; C. elegans VP596 Pgst-4::GFP/RFP ratio, acrylamide-induced, 24 h; inhibition, % at 21.8 µM; 360,000 tested, 0.49% active; AID 624304;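 active = interference check ratio from 0.5 to 1.5 plus GFP to RFP signal ratio inhibition reaching or exceeding a fixed threshold, cut at about 30% in these data, passing the limit was not always enough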; note: some compounds called inactive have numbers as strong as hits
# Rpn11 inh = blocks the human proteasome subunit Rpn11; human 26S proteasome, Ub4-pepOG fluorescence polarization; 20S core pre-blocked with epoxomicin; calls only at 20 µM; 360,000 tested, 0.59% active; AID 588493;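 active = inhibition at 20 µM, scaled to each plate's controls, above about 33%, limit read from the data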
# Target sequence (O00487 whole entry, looked up): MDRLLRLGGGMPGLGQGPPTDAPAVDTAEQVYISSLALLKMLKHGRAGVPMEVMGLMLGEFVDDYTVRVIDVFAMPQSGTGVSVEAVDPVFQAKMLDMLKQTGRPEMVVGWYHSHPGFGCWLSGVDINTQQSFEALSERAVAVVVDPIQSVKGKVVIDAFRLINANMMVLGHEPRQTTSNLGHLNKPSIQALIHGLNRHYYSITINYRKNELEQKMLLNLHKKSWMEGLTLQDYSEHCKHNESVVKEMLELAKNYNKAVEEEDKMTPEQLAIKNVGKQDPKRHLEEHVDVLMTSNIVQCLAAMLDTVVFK
# STEP inh = inhibitors of human striatal-enriched phosphatase STEP. recombinant STEP, OMFP fluorogenic substrate, fluorescence. AID 588621. inhibition, % at 20 µM. 360,000 tested, 0.25% active. P54829;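 active = inhibition at 20 µM, scaled per plate between control wells, above about 37%, limit read from the data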;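 note: 0% = DMSO with enzyme and substrate and 100% = substrate only without enzyme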
#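 Also added – OMFP at 25 µM · Test system – STEP tyrosine phosphatase · Technique – FITC-channel fluorescence of OMFP product · Schedule – 20 min at room temperature, dark · Evaluation – control-normalized % inhibition with plate pattern correction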
# DNMT1 block = DNMT1 (human) enzyme inhibition. DNMT1 molecular beacon, Hinp1I cleavage, fluorescence. inhibition (reported as % activation of signal), % at 10 µM. 360,000 tested, 0.83% active. AID 588458; in the data active = inhibition above about 50%
# NadD block = inhibitors of Staphylococcus aureus NadD; purified NadD enzyme, colorimetric absorbance read-out; 360,000 tested, 0.78% active; inhibition, % at 20 µM; in the data active = inhibition above about 26%; note: some compounds past the cut are filed as inactive
# LMPTP block = LMPTP (human) inhibition; P24666; recombinant LMPTP-A, OMFP fluorogenic substrate, fluorescence intensity; AID 651560; inhibition, % at 20 µM; 360,000 tested, 0.22% active;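 active = compounds that cut the enzyme signal by at least half of the control window in the single-dose screen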;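 note: plate controls were DMSO wells with enzyme plus substrate for no effect and substrate without enzyme for full effect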
# Target sequence (P24666 whole entry, looked up): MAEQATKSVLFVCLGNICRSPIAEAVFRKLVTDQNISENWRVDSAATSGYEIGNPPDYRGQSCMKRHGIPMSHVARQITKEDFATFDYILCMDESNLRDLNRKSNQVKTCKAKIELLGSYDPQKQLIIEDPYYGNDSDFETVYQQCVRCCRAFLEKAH
#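 Assay system: LMPTP-A phosphatase enzyme | Input: 0.625 nM enzyme | Also added: Fluorogenic phosphatase substrate OMFP at 400 µM final | Compound dosing: One test concentration per compound, 20 µM, with 3% DMSO overall | Schedule: 50 min enzyme reaction at room temperature, protected from light | Signal: Fluorescence intensity | Benchmarks: no-enzyme and uninhibited controls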
# Active calls of the source: *; i = inactive; . = not tested or not shown.
SMILES,Scp1 inh,MT1-MMP act inh,NRP1-CendR mod,SUMO1 PPI mod,SKN-1 block,Rpn11 inh,STEP inh,DNMT1 block,NadD block,LMPTP block
COc1ccc(N(Cc2ccccc2)N=O)cc1,0,2,1,-8,14,i,2,-9,-5,-2.8
COc1ccc(C(=O)C2CCN(C(=O)Nc3ccc(C)cc3)CC2)cc1,-5,3,-6,7,3,i,3,2,-6,-1.0
CC#CCCC(=O)N1C=Cc2ccccc2C1C#N (configuration not stated),-8,1,0,-3,-5,i,2,-12,-1,0.6
CN(NC1OC(=O)c2ccccc21)c1ncc(Cl)cc1C(F)(F)F (configuration not stated),-11,3,2,0,-2,i,-2,3,-3,-0.5
Cc1nn(S(=O)(=O)N2CCCCC2)c(C)c1Br,0,0,5,1,2,i,0,25,3,-0.9
O=C(c1ccccc1)c1ccc2nc(-c3ccco3)c(-c3ccco3)nc2c1,66*,-7,-38,52*,2,i,9,101*,75*,75*
Cc1cc(C)n2ncc(C(=O)O)c2n1,-1,-4,-4,4,-4,i,0,1,-4,-0.9
O=S(=O)(NCC(c1ccco1)N1CCN(c2ccccc2)CC1)c1ccc(F)cc1 (configuration not stated),-2,1,15,-3,4,i,1,-3,-4,1.2
Cc1ccc(C(=S)N2CCCCCC2)cc1,-2,3,-11,9,2,i,8,3,-3,-1.0
C[C@H](NC(=O)c1cc2cc(Cl)ccc2n1C)C(=O)N1CCC[C@H]1C(=O)O,4,2,-3,11,-9,i,-3,-1,8,-0.6
CN(CC(=O)Nc1ccc2c(c1)OCCO2)S(=O)(=O)c1ccc(Br)s1,-2,-1,-5,-1,-20,i,-4,-1,-4,0.6
O=[N+]([O-])c1ccc2nc(-c3ccccc3)oc2c1,-1,1,-1,-22,42*,i,3,1,0,-0.1
CN(CC(=O)NCCc1ccccc1)S(=O)(=O)c1ccccc1,4,2,-3,-3,-4,i,0,7,0,2.0
O=C(COC(=O)c1ccc(Cl)c(S(=O)(=O)N2CCCCC2)c1)NCC1CCCCC1,-6,-2,6,1,10,i,0,-1,3,3.0
CCOC(=O)N1CCN(C(=O)c2cc3c(=O)n4ccccc4nc3s2)CC1,-5,0,12,-33,4,i,-2,0,-2,-0.5
N#Cc1c(NCCN)nc(NCc2ccccc2)c2c1CCN(Cc1ccccc1)C2,22,-11,-23,0,30,i,2,77*,30*,27
CC(=O)c1ccccc1OCC(O)Cn1ccnc1 (configuration not stated),-16,0,-6,2,-3,i,-3,0,-4,1.5
CSc1ccccc1NC(=O)c1cccc(S(=O)(=O)N2CCN(C)CC2)c1,-4,0,8,0,-7,i,-1,0,3,1.2
CC(C)(C)c1nnc2sc(SCC(=O)c3ccc(Cl)cc3)nn2c1=O,-6,-11,0,0,11,i,6,-1,0,1.6
COc1ccccc1C(=O)NNC(=O)C1CC=CCC1 (configuration not stated),6,-1,4,1,23,i,0,1,2,-0.5
Cc1onc(C(=O)NN)c1-c1csc(COc2ccccc2)n1,-7,-5,10,2,-8,i,1,-3,1,-1.1
CCN(CC)S(=O)(=O)c1ccc(OC)c(NC(=O)CCS(=O)(=O)Cc2ccccc2)c1,-5,-3,21,-3,10,i,-3,-3,-5,1.6
O=c1[nH]cnc2sc3c(c12)CCCC3,-7,-5,3,3,-10,i,0,6,-3,0.7
Cc1cc(NC(=O)CSc2nnc(-c3ccccc3)c(-c3ccccc3)n2)no1,-2,-14,-7,-11,18,i,6,1,1,1.3
O=C(CSc1nnc(-c2ccc(F)cc2)o1)N1CCCC1,-3,2,7,7,-12,i,2,-1,5,0.1
O=C(COC(=O)COc1ccccc1F)Nc1ccc(Cl)cn1,-11,2,-8,6,-5,i,-5,0,-5,0.5
CN(C(=O)CSc1nnc(CN2CCCC2)n1Cc1ccccc1)c1ccccc1,-10,0,-4,0,6,i,-5,0,3,-6.8
Cc1ccc(-c2nc(Nc3cccc(O)c3)c3ccccc3n2)cc1,-10,-4,-1,3,10,i,-4,-12,4,18
COCCCNc1nc2c(-c3cccc(C)c3)nnn2c2ccccc12,-12,0,5,-30,-1,i,2,27,-2,1.0
COc1ccc(C(C)=O)cc1COC(=O)CNC(=O)c1ccc(Cl)cc1,-8,4,-6,4,-1,i,-3,-5,-4,-1.9
Cc1ccc(S(=O)(=O)N2CCCCC2)cc1C(=O)N(CCc1ccccc1)Cc1ccccc1,-9,-11,1,6,5,i,6,1,1,7.5
CCOc1ccc(-c2cn3ccccc3n2)cc1[N+](=O)[O-],-3,14,-5,-20,30,i,3,-7,0,2.9
O=C(CN(C(=O)CNC(=O)c1cccs1)c1ccccc1F)NC1CCCC1,-3,4,10,5,5,i,-2,0,-4,-0.9
Cc1cc(=O)n2nc(N3CCC(C(=O)Nc4cccc(Cl)c4C)CC3)sc2n1,1,-4,-4,1,12,i,-2,0,-3,-0.5
COc1cccc(C2CC(c3ccccc3)Nc3ncnn32)c1 (configuration not stated),17,4,5,-4,15,i,-11,9,1,-1.1
COC(=O)N1CCCc2cc(C)ccc21,-7,2,-12,3,-2,i,0,8,-5,-1.7
CC(=O)c1ccc(NS(=O)(=O)c2ccc([N+](=O)[O-])cc2)cc1,-12,2,8,-41,-10,i,-1,3,-2,-1.8
COc1ccc(CN2C(=O)CN=C2Nc2cccc(C)c2C)cc1,-5,-8,6,0,0,i,0,-1,-4,-1.3
Cc1cc(NC(=O)COn2nnc3ccc(S(C)(=O)=O)cc32)ccc1Br,-16,-3,1,0,-7,i,-1,-5,-6,0.9
O=[N+]([O-])c1ccc(O)c(Nc2c([N+](=O)[O-])ccc3nonc23)c1,1,15,3,-39,15,i,10,-2,-8,1.4
COc1cc(/C=C/C(=O)c2cccc([N+](=O)[O-])c2)cc(OC)c1OC,-15,-9,-16,-16,13,i,3,-4,-6,-0.2
S=c1[nH]c2cnc(Cl)nc2[nH]1,10,5,-5,0,2,i,0,-1,1,3.4
CC(C)CNC(=O)C1CCN(Cc2ccc(OCc3ccccc3)cc2)CC1,-7,1,-4,3,9,i,2,8,-4,-0.5
CC(C)c1nc(SCC(=O)Nc2nc3c(s2)CCCC3)c2ccccc2n1,-2,5,-5,-1,-5,i,2,-2,-1,0.3
CCn1c(=O)n(CC)c2cc(N3CCCC3)c(NC(=O)c3cccc(Cl)c3)cc21,-9,0,-3,0,9,i,-1,-3,1,0.3

# Record cards, as listed above. Screens in order: Scp1 inh	MT1-MMP act inh	NRP1-CendR mod	SUMO1 PPI mod	SKN-1 block	Rpn11 inh	STEP inh	DNMT1 block	NadD block	LMPTP block
# `COc1ccc(CN2C(=O)CN=C2Nc2cccc(C)c2C)cc1` is listed as -5	-8	6	0	0	i	0	-1	-4	-1.3
# `CC(C)CNC(=O)C1CCN(Cc2ccc(OCc3ccccc3)cc2)CC1` is listed as -7	1	-4	3	9	i	2	8	-4	-0.5
# `S=c1[nH]c2cnc(Cl)nc2[nH]1` is listed as 10	5	-5	0	2	i	0	-1	1	3.4
# `CCOc1ccc(-c2cn3ccccc3n2)cc1[N+](=O)[O-]` is listed as -3	14	-5	-20	30	i	3	-7	0	2.9
# `O=[N+]([O-])c1ccc(O)c(Nc2c([N+](=O)[O-])ccc3nonc23)c1` is listed as 1	15	3	-39	15	i	10	-2	-8	1.4

# Returning to the listing, repeating the 2 entries before the break.
SMILES,Scp1 inh,MT1-MMP act inh,NRP1-CendR mod,SUMO1 PPI mod,SKN-1 block,Rpn11 inh,STEP inh,DNMT1 block,NadD block,LMPTP block
CC(C)c1nc(SCC(=O)Nc2nc3c(s2)CCCC3)c2ccccc2n1,-2,5,-5,-1,-5,i,2,-2,-1,0.3
CCn1c(=O)n(CC)c2cc(N3CCCC3)c(NC(=O)c3cccc(Cl)c3)cc21,-9,0,-3,0,9,i,-1,-3,1,0.3
Cc1ccccc1Nc1nc(Cl)nc(NC(C)(C)C)n1,.,-8,3,3,-6,i,1,0,8,1.8
Cc1ccc([C@H]2N[C@]3(CCCN(Cc4cccn4C)C3=O)[C@H]3C(=O)N(C)C(=O)[C@@H]23)cc1,.,6,-10,0,-4,i,-2,3,4,-0.1
COc1ccccc1C(=O)NNC(=O)c1ccc(C)cc1,-7,2,18,-2,-11,i,0,6,-4,-0.3
COc1ccc(S(=O)(=O)N2CCC(C(=O)NCCCc3ccccc3)CC2)cc1,-6,1,8,5,-7,i,0,0,-4,-0.5
C[C@H]1CN=C(N(C)C)N1CCc1ccc(F)cc1,-6,1,12,2,6,i,1,1,3,0.2
CN1CCc2c(sc(NC(=O)Cc3ccc(F)cc3)c2C(N)=O)C1,-7,0,11,1,3,i,-1,1,3,-1.4
Cc1ccc(S(=O)(=O)N(CC(=O)N/N=C/c2ccco2)c2cc(Cl)cc(Cl)c2)cc1,0,-2,-2,1,22,i,-1,-6,17,0.8
O=C(CS(=O)c1cccc(C(F)(F)F)c1)Nc1ccc(Cl)cc1Cl (configuration not stated),-2,1,-3,2,2,i,1,-2,-3,-0.1
CCOC(=O)c1sc(NC(=O)CSc2n[nH]c(-c3ccccc3)n2)c(C#N)c1C,-12,-5,-14,19,-6,i,11,-9,8,5.0
Cc1ccc(F)c([C@H]2[C@H]3C=CC[C@@H](C)[C@@H]3C(=O)N2Cc2ccccc2)c1,-10,-11,3,7,-9,i,0,9,-6,3.3
O=C1CCCC2=C1C(c1ccccc1)n1c(s/c(=C/c3cccc(F)c3)c1=O)=N2 (configuration not stated),6,-3,2,-16,16,i,4,-3,8,1.4
Cc1ccccc1NC(=S)N(CCN1CCCCCC1)Cc1cccs1,-12,-1,-4,0,6,i,25,5,-3,0.6
CN(C(=O)c1cccc(NC(=O)Cc2ccc(NC(=O)C3CCN(C(=O)C4CCCCC4)CC3)cc2)c1)C1CCCC1,0,-1,2,5,-5,i,-1,4,5,0.7
CC[C@H](C)[C@@H](C(=O)N1CCNCC1)n1cc([C@@H](N)CC(C)C)nn1,-5,7,0,2,9,i,-2,4,-1,-0.5
Cc1noc(C)c1CCC(=O)N1CCCC(CO)(Cc2ccccc2)C1 (configuration not stated),1,0,2,-1,8,i,-2,2,-1,-2.1
COc1ccc(CN2C(=O)c3ccccc3C2OC)cc1 (configuration not stated),-4,-6,5,5,12,i,-2,6,0,0.1
O=c1c(Cl)c(N2CCN(c3ccc(F)cc3)CC2)cnn1-c1nc2ccccc2s1,-2,8,2,-4,-11,i,2,7,1,-1.4
CCOC(=O)N1CCN(C(c2ccc(C)cc2)c2sc3nc(C)nn3c2O)CC1 (configuration not stated),2,2,8,-2,0,i,-3,-2,-8,-1.3
CC(C(=O)Nc1ccc(S(=O)(=O)N2CCCC2)cc1)N1CCN(c2ccccc2O)CC1 (configuration not stated),6,6,-7,4,7,i,-1,-8,1,1.4
